From PubChem BioAssay
TIM10 inh = growth inhibitors of TIM10 yeast strain; inhibition, % at 10 µM; AID 463195; 330,000 tested, 1.4% active; S. cerevisiae TIM10 strain growth, BacTiter-Glo luminescence, 24 h;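 active = inhibition of 40% or more at the single tested concentration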;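 also: wild-type TIM10 isogenic control strain grown at permissive 25 °C; 0% = DMSO yeast wells and 100% = minimal medium wells without yeast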
APJ agonist = agonists of human APJ apelin receptor; CHO-K1 APJ PathHunter beta-arrestin, luminescence; 0% DMSO wells, 100% apelin; P35414; 330,000 tested, 0.11% active; activation, % at 20 µM;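 active = activation more than six SD over the plate average, tested at 20 µM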;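 also: 0% = DMSO alone and 100% = apelin-13 at 10 nM; some results filed as inactive read as strong as hits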
Target sequence (P35414 whole entry, looked up): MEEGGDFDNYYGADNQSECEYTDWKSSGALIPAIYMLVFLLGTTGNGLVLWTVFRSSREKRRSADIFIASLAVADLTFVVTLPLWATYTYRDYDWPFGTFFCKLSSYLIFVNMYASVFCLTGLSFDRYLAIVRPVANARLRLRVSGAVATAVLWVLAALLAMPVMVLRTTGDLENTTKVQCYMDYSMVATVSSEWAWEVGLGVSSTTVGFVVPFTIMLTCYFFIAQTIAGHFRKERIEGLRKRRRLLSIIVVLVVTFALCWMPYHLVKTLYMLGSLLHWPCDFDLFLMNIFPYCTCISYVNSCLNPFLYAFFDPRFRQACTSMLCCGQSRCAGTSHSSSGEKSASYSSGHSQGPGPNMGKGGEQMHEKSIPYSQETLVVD
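Material: engineered CHO-K1 APJ arrestin reporter cells; amount: 1000 CHO-K1 reporter cells seeded per well; incubation: compound stimulation 90 min at 25 °C, detection 60 min; signal: luminescent beta-gal fragment complementation, chemiluminescent substrate; read-out basis: APJ agonist activity; controls: DMSO-only wells as negative, 10 nM Apelin-13 as positive control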
tim10-1 inh = tim10-1 yeast growth inhibition | inhibition, % at 20 µM | S. cerevisiae tim10-1 ts strain growth, BacTiter-Glo, 24 h | 330,000 tested, 2.2% active | AID 463190;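 active = inhibition of at least 40%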;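 also: mutant grown at 25 °C; 0% = DMSO wells with yeast and 100% = wells holding no yeast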
CHOP UPR activ = activators of apoptotic arm of unfolded protein response (CHOP); CHO-CHOP luciferase reporter, UPR activation, luminescence; percent of tunicamycin response over DMSO baseline; activation, % at 10 µM; 330,000 tested, 0.34% active;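 active = at 10 µM dose, activation of 40% or more, normalized to positive control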;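 also: 100% = tunicamycin at 10 µg/mL and 0% = DMSO alone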
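measured by = luciferase luminescence | assay system = CHO-CHOP cells, stable luciferase reporter of PERK-eIF2a-CHOP signalling | amount = 500 reporter cells seeded per well | timing = 6 h compound exposure at 37 °C after overnight seeding | controls = positive tunicamycin 10 µg/mL, negative DMSO alone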
NLRP3 yeast inh = inhibitors of NALP3 inflammasome in yeast. Yeast reconstituted NLRP3/ASC/caspase-1, beta-gal luminescence, 24 h. inhibition, % at 10 µM. 330,000 tested, 0.39% active;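 active = inhibition of 50% or more; inactive = inhibition below 50%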;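 also: plate controls were induced DMSO wells for no effect and uninduced yeast grown without galactose for full effect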
UPR XBP1 act = adaptive UPR (XBP1) activation; CHO-XBP1 luciferase reporter, IRE1-XBP1 UPR activation, luminescence; percent of tunicamycin response, DMSO as zero; activation, % at 20 µM; 330,000 tested, 0.33% active; AID 463104;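 active = versus positive control, 20 µM dose yields 30% or more activation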;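 also: 100% = tunicamycin at 10 µg/mL and 0% = DMSO only wells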
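assay system = CHO-XBP1 luciferase reporter cells | amount = 1000 cells/well | buffer or medium = F12 plus 10% FBS | compound dosing = single point, 20 µM final compound, 1% DMSO | incubation = 16-18 h cell attachment at 37 °C, then 6 h compound exposure | detection = Steady-Glo luminescence read | controls = tunicamycin 10 µg/mL and vehicle-only wells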
Mdm2 MdmX PPI = human Mdm2/MdmX binding inhibition. O15151+Q00987. SaOS-2 split-luciferase Mdm2/MdmX complementation, luminescence. inhibition, % at 8 µM. 330,000 tested, 3% active. AID 485346;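 active = inhibition of at least 50% at 8 µM in the primary screen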
tim23-1 inh = growth inhibitors of tim23-1 mutant yeast; S. cerevisiae tim23-1 growth, BacTiter-Glo luminescence, 24 h; inhibition, % at 20 µM; 330,000 tested, 1.3% active;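 active = growth inhibition of the mutant yeast at or above 50%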;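 also: temperature-sensitive mutant grown at 25 °C; plate controls were DMSO-treated mutant yeast for no effect and medium wells lacking yeast for full effect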
GRIN3A LBD mod = modulates the human NR3A ligand-binding domain | Tm shift relative to glycine control, % at 25 µM | AID 1259313 | NR3A LBD differential scanning fluorimetry, Tm shift; 0% = protein alone, 100% = glycine-bound protein | 340,000 tested, 2.5% active;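 active = melting temperature shift of at least 10% of the positive control shift, at one fixed dose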
* = called active by the depositor; · = not tested or not shown.

Results follow in this order: TIM10 inh, APJ agonist, tim10-1 inh, CHOP UPR activ, NLRP3 yeast inh, UPR XBP1 act, Mdm2 MdmX PPI, tim23-1 inh, GRIN3A LBD mod
> COc1cccc(CNC(=O)CN2C(=O)COc3ccc(S(=O)(=O)N4CCOCC4)cc32)c1
→ 13, -3, 3, 1.1, -6, 0, 22, -5, 2
> CCc1ccc(-c2csc3[n+]2CCN3C(C)=O)cc1
→ 4, 2, 10, -0.3, 1, -1, 11, -1, ·
> Cc1nnc(NC(=O)C2CCN(S(=O)(=O)c3cc([N+](=O)[O-])ccc3Cl)CC2)o1
→ 4, 1, 17, -2.2, 7, 2, 15, 20, -2
> c1cc2c(cc1-c1cnc3n1CCC3)OCCO2
→ -9, 0, -14, -0.7, 21, -1, 22, -2, -2
> CCN(CC)CCCn1c2c(c(SCC(=O)Nc3ccc(C)c(F)c3)nc1=O)CCC2
→ 1, 1, 4, 0.7, 2, 1, 5, 6, 0
> C[C@H](NC(=O)C1CCN(S(=O)(=O)c2ccccc2)CC1)C(=O)NCc1ccccc1
→ -1, -2, -6, -1.6, 10, -2, 5, -2, 1
> CC(C)(C)n1nnnc1C(c1cccnc1)N1CCN(C2CCCCC2)CC1 (stereo not given)
→ 1, -4, -12, -0.5, 20, 3, 27, -9, -1
> c1ccc(CNc2nc(-c3cccnc3)cs2)cc1
→ -4, -3, 1, 3.8, 22, 1, 17, 21, 0
> CCN(CCCNC(=O)c1c(C)cc(=O)oc1C)c1ccccc1
→ -7, -4, 34, -0.6, 17, 1, -4, 14, -1
> CC(C)(C)Nc1c(-c2ccc(O)cc2)nc2ccc(Cl)cn12
→ -14, -3, -27, 0.0, 4, 3, 24, -12, -7
> COCCNc1nc(NCc2ccccc2)c2cnn(C)c2n1
→ 4, -2, 19, -0.6, 13, 2, 16, 18, 0
> Cc1ccc(C2C=C(c3ccccc3)Nc3ncnn32)cc1 (stereo not given)
→ 20, 5, 23, -0.5, 7, -6, 10, 29, 0
> CCOc1cccc(/C=N/NC(=O)c2cc(C3CC3)[nH]n2)c1O
→ -15, -1, 18, 2.2, 10, 0, 59*, 20, 2
> COc1ccccc1NC(=O)Nc1nnc(Cc2ccccc2F)s1
→ 4, -3, 23, 1.7, -4, 11, 35, 12, 3
> CSc1ncccc1C(=O)Nc1ncc(C)s1
→ 2, -3, 9, 3.9, 28, -1, 18, 33, 0
> Cc1ccc(OCc2cc(C(=O)NCc3ccc(OC(F)(F)F)cc3)no2)cn1
→ -14, 5, 2, 2.4, 7, -10, 30, 12, -1
> O=C(N/N=C/c1ccc(F)cc1)c1sccc1OCc1ccc(F)cc1
→ -14, -5, -3, 0.4, 33, 3, 45, -16, 1
> CC(=O)N1c2c(cc(Br)cc2S(=O)(=O)N2CCN(c3ccccn3)CC2)CC1C (stereo not given)
→ 40, 3, 30, -0.4, 6, 2, 12, 30, -3
> CC(=O)NC1CC2CCCC(C1)N2Cc1ccc(C)cc1 (stereo not given)
→ -35, 2, -35, -0.3, 12, -6, 11, -2, -1
> O=C(C[n+]1ccc(C(=O)NCc2ccccc2)cc1)c1ccc(OC(F)F)cc1
→ 12, -4, 11, 1.1, 13, -1, 4, 1, 1
> COc1ccccc1C(=O)Nc1ccc(S(=O)(=O)N2CCc3ccccc32)cc1
→ 24, 7, 23, 0.8, 22, 1, -59, 23, -1
> CCCCNC(=O)CCCCCNS(=O)(=O)c1ccc(OC)cc1
→ -8, 0, 7, 1.8, -6, -2, 19, 12, 0
> CC(C)(C)C(=O)COC(=O)c1cc2ccccc2cc1O
→ 13, 0, 15, 4.4, 4, 3, 4, 20, 1
> Cc1nn(-c2ccccc2)c(Cl)c1C1C(C#N)=C(N)OC2=C1C(=O)CCC2 (stereo not given)
→ 10, 2, 34, -0.7, -8, 1, -22, 11, -1
> Cc1cc(NC(=O)CSCC(=O)N(C)Cc2c(F)cccc2Cl)no1
→ -1, -3, 6, -0.3, 31, -4, 0, 12, 3
> O=C(Nc1nnc(S(=O)(=O)N2CCN(c3ccc(F)cc3)CC2)s1)c1ccco1
→ 7, -1, 30, 2.3, 5, 2, 19, 24, 0
> Cc1ccc(NC(=O)Nc2nnc(-c3ccncc3)s2)cc1C
→ 6, 2, -5, 1.5, 21, 3, 94*, -2, 9
> C=CCn1c(-c2ccccc2OC)n[nH]c1=S
→ 6, -3, 12, 0.9, 16, -1, -13, 9, 0
> O=C(Nc1nc2c(s1)CN(Cc1ccccc1)CC2)c1c(F)cccc1F
→ -10, -3, 13, 2.0, 3, 0, -29, 13, -9
> COc1ccc(CCNC(=O)C2=COCCO2)cc1
→ -2, -2, -17, 1.4, 18, 1, 10, -3, 0

Sorted by heavy-atom count (low to high): three of the compounds above.
Results follow in this order: TIM10 inh, APJ agonist, tim10-1 inh, CHOP UPR activ, NLRP3 yeast inh, UPR XBP1 act, Mdm2 MdmX PPI, tim23-1 inh, GRIN3A LBD mod
> C=CCn1c(-c2ccccc2OC)n[nH]c1=S
→ 6, -3, 12, 0.9, 16, -1, -13, 9, 0
> Cc1ccc(NC(=O)Nc2nnc(-c3ccncc3)s2)cc1C
→ 6, 2, -5, 1.5, 21, 3, 94*, -2, 9
> O=C(Nc1nc2c(s1)CN(Cc1ccccc1)CC2)c1c(F)cccc1F
→ -10, -3, 13, 2.0, 3, 0, -29, 13, -9

The listing picks up with the two entries that preceded the break.
Results follow in this order: TIM10 inh, APJ agonist, tim10-1 inh, CHOP UPR activ, NLRP3 yeast inh, UPR XBP1 act, Mdm2 MdmX PPI, tim23-1 inh, GRIN3A LBD mod
> O=C(Nc1nc2c(s1)CN(Cc1ccccc1)CC2)c1c(F)cccc1F
→ -10, -3, 13, 2.0, 3, 0, -29, 13, -9
> COc1ccc(CCNC(=O)C2=COCCO2)cc1
→ -2, -2, -17, 1.4, 18, 1, 10, -3, 0
> CC(=O)N1CCN(C(=O)c2ccc3oc(CCCc4ccccc4)nc3c2)CC1
→ 18, 9, -1, 1.9, -13, 4, -11, 9, -4
> CC(=O)N1CCc2cc(Br)cc(S(=O)(=O)N3CCc4ccccc43)c21
→ 18, 2, 40, 0.1, -12, -1, -6, 34, -35
> Cc1cc(Br)ccc1NC(=O)c1ccco1
→ -13, -1, -9, 3.7, 25, -2, 0, 7, 3
> Cc1ccc(NC(=O)c2cncc(Br)c2)c(O)c1
→ -10, -3, -21, 2.9, 14, -2, 10, -22, -1
> O=C1Nc2ccccc2C1=Nc1ccc(S(=O)(=O)Nc2nccs2)cc1
→ 0, 1, 7, -0.4, 6, -4, 18, -7, 3
> Cc1c(NC(=O)CSc2nnc(Nc3ccccc3)s2)c(=O)n(-c2ccccc2)n1C
→ 0, -3, -2, -1.4, 1, -3, 17, -2, -4
> COC(=O)CN(c1cccc(C)c1)S(=O)(=O)c1ccccc1
→ 10, 0, 19, 0.0, -22, -2, -24, 3, -2
> O=C(COC(=O)/C=C/c1ccc(F)cc1)NC1CC1
→ 12, 3, 22, -0.5, 9, 0, 12, 26, 2
> CN1CCN(c2ccccc2NC(=O)c2ccc(-c3ccc(Cl)cc3Cl)o2)CC1
→ 46*, -3, 56*, 1.6, 28, 2, 56*, 4, 0
> O=C1CCC([N+](=O)[O-])C(c2ccccc2C(F)(F)F)N1 (stereo not given)
→ 8, -1, -10, 1.1, 11, -3, 17, 1, -2

Further results
compound,TIM10 inh,APJ agonist,tim10-1 inh,CHOP UPR activ,NLRP3 yeast inh,UPR XBP1 act,Mdm2 MdmX PPI,tim23-1 inh,GRIN3A LBD mod
Clc1ccccc1-c1nnc(-c2ccccc2Cl)o1,13,-3,19,3.5,46,5,-53,30,2
Cc1ccc(NC(=O)COc2ccc(Br)cn2)cc1,-11,-3,-3,0.8,-4,-3,-8,7,-3
Cc1ccc(S(=O)(=O)/N=S(\C)C(C)C)cc1 (stereo not given),-18,-1,10,1.5,-3,1,21,5,0
COC(=O)C1CCN(C(=O)COc2ccc(S(=O)(=O)N3CCOCC3)cc2Cl)CC1,-7,-3,-6,1.1,14,-2,24,-8,0
CCOc1ccc(/C=N/Nc2ccc(Cl)nn2)c(O)c1,15,-3,9,4.6,5,-2,54*,-4,-2
COC(=O)CCCCCCCCCC[N+]1(C)CCCCC1,3,-2,10,1.1,22,-1,13,3,0
CCn1c(COc2ccccc2)nc2ccccc21,6,-3,8,2.9,46,1,10,22,0
O=C(c1cc(Cl)nc2ccccc12)N1CCN(S(=O)(=O)c2ccccc2[N+](=O)[O-])CC1,10,0,11,-2.2,15,-7,19,8,3
COc1cc(/C=N/O)ccc1Oc1cnccn1,7,-4,-3,-0.5,-4,-1,5,-6,·
O=C(CN1CCCC1)NCc1ccccc1,2,-1,-6,2.4,6,-3,-16,-7,2
COc1ccc(C2/C=C\CC(OCc3ccccc3)CC(=O)N2Cc2cccc(F)c2)cc1 (stereo not given),14,·,26,0.8,·,1,28,48,-1
CCCCN(C)C1CCN(C(=S)Nc2cccc(OC)c2)CC1,4,-3,-4,0.4,-6,8,3,10,0

In the list so far, these contain a tert-butyl group.
compound,TIM10 inh,APJ agonist,tim10-1 inh,CHOP UPR activ,NLRP3 yeast inh,UPR XBP1 act,Mdm2 MdmX PPI,tim23-1 inh,GRIN3A LBD mod
CC(C)(C)n1nnnc1C(c1cccnc1)N1CCN(C2CCCCC2)CC1 (stereo not given),1,-4,-12,-0.5,20,3,27,-9,-1
CC(C)(C)Nc1c(-c2ccc(O)cc2)nc2ccc(Cl)cn12,-14,-3,-27,0.0,4,3,24,-12,-7
CC(C)(C)C(=O)COC(=O)c1cc2ccccc2cc1O,13,0,15,4.4,4,3,4,20,1

(next part)
compound,TIM10 inh,APJ agonist,tim10-1 inh,CHOP UPR activ,NLRP3 yeast inh,UPR XBP1 act,Mdm2 MdmX PPI,tim23-1 inh,GRIN3A LBD mod
Cc1ccc(Oc2c(F)c(F)nc(N3CCCC3)c2F)cc1,-1,-1,12,4.0,6,-2,7,9,13*
O=C(O)CCCCNS(=O)(=O)/C=C/c1ccccc1,-24,0,10,-2.3,1,-4,21,7,-2
CCc1ccc(NC(=O)CSc2nc3ncc(Br)cc3[nH]2)cc1,-2,3,-4,0.4,5,-4,20,1,4
Cc1c(-c2cccc(Cl)c2)nc2ccccc2c1C(=O)OCC(=O)N(C)C1CCS(=O)(=O)C1 (stereo not given),5,-3,13,-2.2,1,-4,11,15,-2
CS(=O)(=O)Nc1ccccc1C(=O)O,-4,0,16,0.1,4,-5,7,0,0
CC(=O)Nc1sc(C)c(C)c1C(=O)OCC(=O)N(CCC#N)c1cc(C)cc(C)c1,8,6,-4,0.6,16,0,-1,-4,2
COc1ccc(-c2csc(NC(=O)c3cccc(S(=O)(=O)N4CCN(C)CC4)c3)n2)cc1,29,-3,17,-0.8,2,1,43,8,1
COc1ccc(C(=O)NCCOc2cccc(OC)c2)cc1,-4,-2,2,0.7,20,0,-16,5,0
